AddAB inh = growth inhibition of E. coli expressing H. pylori AddAB, primary screen, AddAB inhibitor project, absorbance | inhibition, % at 11.9 µM | hit rate 0.29% among 330,000 | AID 435030, 2010; in the data active means inhibition above about 12%;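 further: 0% = vehicle wells of infected cells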
Tat transport = E. coli Tat export inhibitors, primary screen, MC4100, TorA-mCherry reporter, fluorescence, single point; hit rate 0.036% among 340,000; inhibition, % at 10 µM;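 active means mean replicate inhibition at least 50% and at least half of replicates individually reaching 50%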;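 further: exported cargo escapes ClpAP degradation while cytoplasmic cargo is degraded and loses fluorescence; 0% = median of neutral control wells and 100% = median of NaSCN control wells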
Ecoli viability = E. coli V3065 growth inhibition, primary screen, counter-screen for AddAB inhibitor project, absorbance, OD600; inhibition, % at 11.9 µM; AID 449728, 2010; hit rate 0.27% among 330,000; 18 h;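 active means inhibition above the campaign's mean inhibition across all tested compounds plus 3 SD, cut at about 9.9% in these data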;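 further: uninfected addAB+ strain grown without phage in ampicillin broth; 0% = DMSO wells and 100% = ciprofloxacin 0.95 µg/ml wells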
PKA-R2B act = activators of PKA-R2B holoenzyme, primary screen, biochemical, fluorescence polarization, Cy5-IP20, human; cAMP-dependent protein kinase catalytic subunit beta (Homo sapiens) + cAMP-dependent …; PKA-R2B holoenzyme dissociation; R2B truncated from residue 108, S112A mutant; 0% DMSO only, 100% 113 µM cGMP; activation, % at 11.4 µM; hit rate 0.079% among 340,000; AID 504700, 2011;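 active means activation above a cutoff set at the mean over all compounds plus 3 SD, cut at about 18% in these data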;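 further: higher means more holoenzyme dissociation and a rise in polarization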
PfHsp90 set2 = growth inhibition of PfHsp90-expressing yeast, primary screen, antimalarial PfHsp90 inhibitor project, S. cerevisiae, BacTiter-Glo luminescence, single point, set 2; BacTiter-Glo ATP, 48 h; yeast lacking PDR1 and PDR3 efflux regulators; inhibition, % at 9.4 µM; AID 504621, 2011; hit rate 0.32% among 310,000;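 active means every replicate shows inhibition above about 80%, whatever the replicate mean, limit read from the data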;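 further: 0% = DMSO neutral controls and 100% = 20 µM radicicol positive controls; yeast relying on Plasmodium falciparum Hsp90 in place of its own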
MOR-DOR ag = agonists of OPRM1-OPRD1 heterodimerization, primary screen, cell-based, luminescence; Mu-type opioid receptor (Homo sapiens) + Delta-type opioid receptor (Homo sapiens), …; cells; activation, % at 9.3 µM; hit rate 0.3% among 340,000; in the data active means activation above about 18%;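 further: 0% = vehicle-treated cells and 100% = reference agonist; values of inactives mirror those of a sister screen read the other way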
Target sequence (P35372 whole entry, looked up): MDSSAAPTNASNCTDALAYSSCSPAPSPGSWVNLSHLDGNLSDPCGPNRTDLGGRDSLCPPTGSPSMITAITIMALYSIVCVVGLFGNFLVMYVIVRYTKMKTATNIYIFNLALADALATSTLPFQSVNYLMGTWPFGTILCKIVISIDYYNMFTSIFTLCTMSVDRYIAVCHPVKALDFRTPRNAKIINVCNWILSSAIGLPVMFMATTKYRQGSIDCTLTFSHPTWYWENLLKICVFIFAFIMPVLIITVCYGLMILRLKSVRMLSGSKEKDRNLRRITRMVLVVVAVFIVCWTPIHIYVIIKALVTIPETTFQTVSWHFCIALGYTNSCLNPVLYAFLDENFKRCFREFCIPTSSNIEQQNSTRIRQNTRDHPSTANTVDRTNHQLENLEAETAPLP
Target sequence (P41143 whole entry, looked up): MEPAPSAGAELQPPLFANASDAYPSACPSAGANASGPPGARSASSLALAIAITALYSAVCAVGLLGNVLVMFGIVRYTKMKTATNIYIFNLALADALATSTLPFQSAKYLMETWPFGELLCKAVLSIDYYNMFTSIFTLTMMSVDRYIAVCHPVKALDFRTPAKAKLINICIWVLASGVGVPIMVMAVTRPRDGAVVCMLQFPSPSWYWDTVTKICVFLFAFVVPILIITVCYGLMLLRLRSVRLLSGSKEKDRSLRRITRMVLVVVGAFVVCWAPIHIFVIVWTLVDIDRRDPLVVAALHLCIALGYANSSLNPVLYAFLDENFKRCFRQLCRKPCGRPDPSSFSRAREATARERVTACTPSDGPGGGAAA
Mot1-301 SUMO = yeast Mot1-301 growth rescue at high temperature, primary screen, SUMOylation pathway inhibitor project, S. cerevisiae, ATP luminescence, 38.5C | AID 2716, 2010 | hit rate 1% among 320,000 | growth rescue, % at 18.8 µM | S. cerevisiae Mot1-301 growth rescue; percent above DMSO median, 100 means doubled;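 active means every valid replicate shows activation above 250% relative to neutral control wells; inactive means the rest, any valid replicate at or below 250%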;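 further: OY570 slx delta 5 strain wells were the positive control but not used for scaling; some compounds called inactive have numbers as strong as hits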
PKA-R1A act = activators of PKA-R1A holoenzyme, primary screen, biochemical, fluorescence polarization, Cy5-IP20, bovine R1A, mouse PKAc | activation, % at 11.4 µM | cAMP-dependent protein kinase type I-alpha regulatory subunit (Bos taurus) + … | PKA-R1A dissociation; scaled: DMSO 0%, 113 µM cGMP 100% | hit rate 0.083% among 340,000;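 active means percent activation above the mean of all tested compounds plus 3 SD, cut at about 19% in these data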;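 further: higher means more PKAc released from R1A so a rise in polarization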
OPRM1-OPRD1 inv = inverse agonists of MOR-DOR heterodimerization, primary screen, cell-based, luminescence. Mu-type opioid receptor (Homo sapiens) + Delta-type opioid receptor (Homo sapiens), …. AID 504357, 2011. hit rate 0.21% among 340,000. cell-based MOR-DOR heterodimer luminescence, inverse agonism. inhibition, % at 9.3 µM; in the data active means inhibition above about 22%, passing the limit was not always enough;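 further: 0% = cells with DMSO and 100% = wells without cells with DMSO; values of inactives mirror those of a sister screen read the other way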
HTR5A inv ag = HTR5A inverse agonists in luminescence cell assay, primary screen, counter-screen for OPRM1-OPRD1 heterodimer inverse agonist project, full-deck HTS | 5-hydroxytryptamine receptor 5A (Homo sapiens), P47898 | HTR5A cell line, inverse agonism | inhibition, % at 9.3 µM | hit rate 0.083% among 340,000; in the data active means inhibition mostly above about 23%, no sharp cut-off; inactive means mostly below about 18%;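 further: 0% = cells with DMSO and 100% = no-cell wells with DMSO; some compounds called inactive have numbers as strong as hits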
phage Ecoli inh = growth loss of phage-infected E. coli, primary screen, RecBCD inhibitor project, absorbance, with phage, HTS; inhibition, % at 11.9 µM; hit rate 0.26% among 360,000; AID 651602, 2012; in the data active means inhibition above about 11%
Numbers without * were called inactive; i = inactive; x = not tested or not shown; & = joins results of further samples.

SMILES	AddAB inh	Tat transport	Ecoli viability	PKA-R2B act	PfHsp90 set2	MOR-DOR ag	Mot1-301 SUMO	PKA-R1A act	OPRM1-OPRD1 inv	HTR5A inv ag	phage Ecoli inh
CC(C)CC(=O)Nc1ccc(OCC(=O)O)cc1	0.4	-14	0.5	4	x	-1.6	-19	0	10	14	-0.3
COc1ccc(NC(=O)CSc2nnc3ccc(-c4cccnc4)nn23)cc1	-0.5	-3	0.0	-10	x	-2.8	10	-3	15	-4	3.3
COc1ccc(OC)c(CNC(=O)CCC(=O)N2Cc3cccc(OC)c3Oc3ncccc32)c1	-0.9	1	0.9	-2	11	-3.3	-5	2	17	12	-0.8
CCOC(=O)c1ccccc1NC1OC(=O)c2ccccc21 (stereo not given)	0.1	-2	0.2	2	-10	0.9	-8	0	-5	-3	1.9
N#Cc1cnc2c(-c3ccccc3)c(-c3ccccc3)nn2c1N	1.6	-4	3.2	-4	-22	3.4	2	-1	-17	-13	-1.2
CSCCC(NS(=O)(=O)c1ccc2c(c1)oc(=O)n2C)C(=O)NC1CCN(Cc2ccccc2)CC1 (stereo not given)	0.9	-2	-1.2	-3	-4	-1.4	-12	2	6	5	-0.2
COc1ccc(-c2occ(C(=O)O)c2C(=O)O)cc1	1.2	-5	-1.7	4	-5	0.4	-12	-5	-2	-4	1.8
O=C(N/C(=C/c1ccc(Cl)cc1)c1nc2ccccc2[nH]1)c1ccco1	2.0	-9	0.3	11	-10	-3.6	56	-2	18	3	4.2
C=CCNC(=S)N1CCN(CCN=CC2=C(O)CC(c3cccs3)CC2=O)CC1 (stereo not given)	2.4	6	3.1	0	9	-3.7	11	-14	19	-5	3.0
N#CC1C(=O)NC(=O)C(C#N)C12CCCC(C(F)(F)F)C2 (stereo not given)	x	-9	x	6	-13	-2.8	x	-4	14	-4	3.0
CCOc1ccc(NC(=O)c2cc(S(=O)(=O)N3CCCCC3)c[nH]2)cc1	3.8	9	0.9	-7	9	-2.1	77	-2	13	-17	2.1
Cc1cccc(NC(=O)c2cc(Cl)sc2Cl)c1C	-1.5	-2	-3.3	5	9	5.1	7	3	-27	3	3.0
COc1cccc(Nc2nc(-c3sc(NC(=O)c4ccco4)nc3C)cs2)c1	1.6	-2	-3.1	0	-1	-2.7	0	-2	15	-35	-1.1
CCc1ccc(Nc2nc(N)nc(CSc3nnnn3-c3ccccc3)n2)cc1	1.2	-7	-1.6	2	-10	13	3	5	-73	-19	0.9
Cc1ccc(-n2[nH]c3c4c(ccc3c2=O)C(=O)c2ccccc2C4=O)cc1	2.0	-7	1.7	-2	8	-0.4	2	1	2	-2	-0.1
O=C(O/N=C/C1=C(Cl)c2ccccc2CC1)c1ccc(F)cc1	1.2	5	-2.0	0	-19	-1.8	i	-5	8	12	2.6
CNS(=O)(=O)c1cc(N(C)S(=O)(=O)c2ccc(C)cc2)c(C)cc1C	0.7	0	-0.8	-3	8	-1.8	-1	-5	10	5	5.8
COc1ccc(S(=O)(=O)N(C)C)cc1NC(=O)CSc1nncs1	0.6	0	-0.7	1	14	-2.7	-10	-10	13	3	-0.5
COC(=O)c1sc(NC(=O)COc2ccccc2OC)nc1C	3.1	-4	2.4	-5	-5	-1.0	-8	-12	6	-7	1.7
CC(C)Cc1ccc(/C=C/C(=O)NC2CC2)cc1	0.6	4	-1.9	8	-7	-1.8	11	1	11	-36	2.9
CC(=O)c1ccc(N2CCN(C(=O)C3CCN(C(=O)Nc4ccccc4)CC3)CC2)cc1	0.8	2	-1.6	-14	-16	-2.2	-1	-9	12	-8	4.5
O=C(N/N=C/c1cn(Cc2ccccc2)c2ccccc12)c1cccnc1	1.6	1	-0.3	-3	-4	0.2	-28	-10	-1	-11	5.4
CCCc1nc(SCC(=O)NNC(=O)C2CCCCC2)c2ccccc2n1	2.9	-6	-2.0	-4	22	-1.8	3	5	10	-12	3.7
CCOC(=O)c1[nH]c2ccc(OC)cc2c1NC(=O)OC	1.1	3	0.9	2	16	0.3	-18	11	-2	-22	3.0
CC1(C)Cc2c(sc3nc(C4CCCCC4)n(N)c(=O)c23)CO1	4.8	0	0.8	2	-7	-1.4	-18	-2	7	-42	0.1
The list continues:
SMILES	AddAB inh	Tat transport	Ecoli viability	PKA-R2B act	PfHsp90 set2	MOR-DOR ag	Mot1-301 SUMO	PKA-R1A act	OPRM1-OPRD1 inv	HTR5A inv ag	phage Ecoli inh
CCOC(=O)C1CCCN(C(=O)c2ccc(CNc3c(N4CCC(C)CC4)c(=O)c3=O)cc2)C1 (stereo not given)	1.6	1	0.9	7	-35	-1.2	-13	-7	7	10	1.9
COCCN(C(=O)c1csnn1)C(C(=O)NC1CCCCC1)c1ccc(Cl)cc1 (stereo not given)	0.9	4	-2.5	2	-8	-1.2	-6	2	8	6	0.8
CCn1c(-c2ccc(F)cc2)n[nH]c1=S	3.0	1	-0.7	-8	11	-0.2	-6	-10	1	-3	-1.5
COc1ccc(-n2c(SCc3ccccn3)nc3c(c2=O)SCC3)cc1OC	-1.0	2	-2.1	-2	-1	-3.0	10	-13	16	-5	2.0
CCOC(=O)CSC1=NC(=O)/C(=C\c2ccc(OC(C)=O)cc2)S1	4.3	6	1.6	7	5	-0.7	-2	7	4	11	4.8
CC(=O)c1cccc(NS(=O)(=O)c2ccc(N/C=C\C(=O)c3ccc(C)cc3)cc2)c1	4.2	3	2.1	-1	-1	5.8	8	7	-26	-16	-0.2
CC(=O)N1c2ccccc2NC2=C(C(=O)CCC2)C1c1cccnc1 (stereo not given)	-0.8	-2	-0.4	-7	14	-2.2	-19	2	12	-27	2.0
O=S(=O)(NC(=S)c1ccccc1)c1ccc(Cl)cc1	3.3	3	-0.4	-7	13	-2.2	-11	5	14	2	2.5
C/C=C/c1ccc(OC)c(OC(C)=O)c1	1.5	7	0.4	-9	x	0.2	-22	-5	-1	-11	3.1
NNC(=O)c1cc(-c2ccco2)[nH]n1	-0.5	1	0.8	-2	-4	0.9	10	0	-7	-17	4.2
O=C(COc1ccc([N+](=O)[O-])cc1)NCC(c1cccs1)N1CCOCC1 (stereo not given)	2.0	-12	-0.2	-2	-3	-1.0	-13	1	7	-12	-0.1
CCN(CCCNC(=O)CCNC(=O)Cn1cnc2ccccc2c1=O)c1cccc(C)c1	1.6	5	-5.4	-24	-34	-0.8	5	-2	5	-16	-1.1
CCN(CC)C(=O)[C@H]1CC(CC(=O)NCC23CC4CC(CC(C4)C2)C3)C(=O)N2CCc3c([nH]c4ccccc34)[C@]12C (stereo not given in full)	4.7	28	-2.3	4	20	-2.9	x	5	13	-4	2.1
Cc1nn(-c2ccc(F)cc2)c2sc(C(=O)OCC(=O)N3CCC(C)CC3)cc12	3.3	-15	0.8	-10	-16	-1.5	-9	-5	8	-3	1.2
COc1ccccc1Nc1ncc(-c2cccs2)s1	-0.3	4	-1.4	2	-20	0.6	-15	4	-3	-7	2.7
COc1cc(C(=O)/C=C/c2cccnc2)c([N+](=O)[O-])cc1OC	1.4	2	-0.3	-26	-13	-1.1	10	-1	7	0	-1.1
Cc1ccc(C2=CSC3=NS(=O)(=O)CCN23)cc1	0.3	-1	3.2	0	3	-1.2	15	-5	6	11	3.7
CCn1c(SCC(=O)NCC2CCCO2)nc2c([nH]c3ccccc32)c1=O (stereo not given)	5.2	-8	0.8	8	-39	0.2	155	-3	-1	8	2.8
CCc1ccccc1NC(=O)Cn1c(=O)n(-c2ccc(CC(=O)NCC3CCCO3)cc2)c(=O)c2ccccc21 (stereo not given)	1.1	-10	-0.2	4	5	-1.0	1	-9	5	-8	-0.8
CC(C)c1ccc(NC(=O)c2ccc(Br)o2)cc1	0.8	4	-1.7	-8	-6	2.7	24	-11	-14	12	3.0
Cc1cc(SCC(=O)OCC(=O)N(CCC#N)c2ccccc2)nc2ccccc12	-0.2	10	1.7	3	-12	-0.8	-20	-10	5	15	0.8
CC(C)CC(NC(=O)C(NC(=O)OC(C)(C)C)C(C)C)C(=O)NC(CCC(=O)OCc1ccccc1)C(N)=O (stereo not given)	4.6	-3&-1	1.0	6	-27	-2.0	105	-5	13	3	-1.4
COc1ccc(CCNC(=O)c2ccc(NC(=O)CC3SC(N4CCCCC4)=NC3=O)cc2)cc1 (stereo not given)	x	-1	x	5	-4	-2.5	x	2	10	-10	-0.1
COc1ccccc1NS(=O)(=O)c1ccc2c(c1)OCCO2	x	-1	x	1	-38	2.9	x	3	-16	20	1.2
Cc1ccc(N(CC(=O)NCCc2ccc(Cl)cc2)S(=O)(=O)c2c(C)noc2C)cc1	3.5	2	2.5	-2	-18	0.8	510*	-9	-4	14	4.2
Additional compounds
SMILES	AddAB inh	Tat transport	Ecoli viability	PKA-R2B act	PfHsp90 set2	MOR-DOR ag	Mot1-301 SUMO	PKA-R1A act	OPRM1-OPRD1 inv	HTR5A inv ag	phage Ecoli inh
Cc1ccc(NC(=O)N2CCC(c3nc4c(nnn4Cc4c(F)cccc4Cl)c(=O)[nH]3)CC2)cc1	1.3	14	2.1	-2	x	0.5	0	1	-3	13	-1.4
CC(OC(=O)CNC(=O)C12CC3CC(CC(C3)C1)C2)C(=O)Nc1ccc(N2CCOCC2)cc1 (stereo not given)	-2.5	-1	-0.9	2	-12	-0.1	9	7	1	-5	1.0
N#Cc1ccccc1CSC1=NCCS1	2.0	6	1.3	8	4	-2.8	6	-7	14	9	4.4
Cc1ccc(OCCn2c3ccccc3n3nc(C)c(=O)nc23)cc1	5.8	-4	1.3	3	38	-1.0	-7	-10	5	2	5.0
COC(=O)c1ccc(NC(=O)C2CCN(C(=O)Nc3ccccc3)CC2)cc1	-0.1	-3	-3.5	1	x	-1.0	-4	-18	4	16	0.9
CC(=O)Nc1ccc(Cl)cc1C(=O)O	2.2	-7	-0.9	6	19	-1.1	-3	-6	5	2	0.0
Cc1cc(N/N=C/c2c[nH]c3ccccc23)c2ccccc2n1	5.5	-2	1.6	3	11	-0.7	30	-2	4	39	1.8
CCc1ccc(C2CC(=O)N(c3cccc(F)c3)C3=C2C(=O)OC3)cc1 (stereo not given)	-0.9	3	-0.8	-2	x	0.8	x	0	-4	6	1.8
O=C(CN1CCN(C(=S)NC2CCCC2)CC1)Nc1ccc(Oc2ccccc2)cc1	-0.2	3	-3.3	-2	11	3.1	13	-2	-17	-38	4.6
